AmpC inh det: Promiscuous and Specific Inhibitors of AmpC Beta-Lactamase (assay with detergent); P00811; purified AmpC, nitrocefin hydrolysis with detergent; Potency, µM (series often up to 28.7 µM), for inactives: at the top dose activity change, negative = inhibition; 71,000 compounds, 0.09% hits; AID 584, 2007; active means well fitted curve in the direction sought with a large enough effect
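E. coli AmpC (5.3 nM) in 20 mM phosphate pH 7.0 with 0.01% Triton X-100, preincubated 15 min RT with compound; nitrocefin (2 uL of 800 uM stock) hydrolysis followed by 480 nm absorbance every 20 s over 4 min.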
Active calls of the source: *. On the % scale 0 is the no-effect control and ±100 the full control effect; potency means the concentration at half of the fitted maximal effect.

SMILES	AmpC inh det
CCOC(=O)CSc1nc2ccccc2n1CC(=O)N1CCN(c2ccccc2)CC1	9.9%
O=C(CCn1c(=O)oc2ccccc21)NCCN1CCc2ccccc2C1	-3.9%
Cn1c(CCN2CCCCC2)nc2cc(NS(=O)(=O)c3ccccc3)ccc21	-4.2%
COc1cc(OC)cc(-c2nnc(SCC(=O)N(Cc3ccccc3)C(C)(C)C)o2)c1	-3.2%
O=C(CSc1nnc(CNC(=O)c2c(F)cccc2Cl)o1)c1ccccc1	-1.4%
NC(=O)c1ccsc1NC(=O)c1nc(-c2ccccc2)n(-c2ccccc2)n1	-1.4%

Structures listed so far with four or more nitrogen atoms:
SMILES	AmpC inh det
CCOC(=O)CSc1nc2ccccc2n1CC(=O)N1CCN(c2ccccc2)CC1	9.9%
Cn1c(CCN2CCCCC2)nc2cc(NS(=O)(=O)c3ccccc3)ccc21	-4.2%
NC(=O)c1ccsc1NC(=O)c1nc(-c2ccccc2)n(-c2ccccc2)n1	-1.4%

Taken from above.
O=C(CCn1c(=O)oc2ccccc21)NCCN1CCc2ccccc2C1 in AmpC inh det → -3.9%
COc1cc(OC)cc(-c2nnc(SCC(=O)N(Cc3ccccc3)C(C)(C)C)o2)c1 in AmpC inh det → -3.2%

A portion of the library. The share of hits here may be higher or lower than overall.
